12-LOX inh = blocks human arachidonate 12S-lipoxygenase. purified 12hLO, xylenol orange hydroperoxide absorbance. Potency, µM (titrated, usually from 108 µM), for inactives: top-dose activity change, negative = inhibition, hits mostly inhibitors. 580,000 tested, 1.1% active. AID 1671190; active = well fitted inhibition curve with a large enough effect; inconclusive = small, poorly fitted or top-dose-only effect, or another doubt; inactive = no such curve, though single readings can be large or run the other way
Target sequence (P18054 whole entry, looked up): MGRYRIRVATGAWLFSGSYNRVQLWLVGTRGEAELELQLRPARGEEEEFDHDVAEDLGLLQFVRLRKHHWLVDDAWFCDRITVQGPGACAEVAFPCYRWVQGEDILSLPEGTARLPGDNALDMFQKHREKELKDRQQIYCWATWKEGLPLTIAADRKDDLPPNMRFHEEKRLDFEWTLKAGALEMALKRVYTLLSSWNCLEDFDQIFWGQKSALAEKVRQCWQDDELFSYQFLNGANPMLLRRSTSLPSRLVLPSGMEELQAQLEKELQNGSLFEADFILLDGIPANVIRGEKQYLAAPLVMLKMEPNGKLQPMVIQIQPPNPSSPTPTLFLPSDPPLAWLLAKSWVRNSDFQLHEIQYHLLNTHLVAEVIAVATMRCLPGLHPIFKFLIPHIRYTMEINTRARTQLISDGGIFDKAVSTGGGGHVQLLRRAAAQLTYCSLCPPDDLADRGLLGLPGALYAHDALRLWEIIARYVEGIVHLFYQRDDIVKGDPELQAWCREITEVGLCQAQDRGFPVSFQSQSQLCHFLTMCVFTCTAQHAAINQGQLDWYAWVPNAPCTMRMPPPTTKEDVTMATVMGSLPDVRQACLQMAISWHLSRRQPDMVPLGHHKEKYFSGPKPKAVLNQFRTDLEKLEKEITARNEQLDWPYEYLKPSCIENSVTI
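Purified human 12hLO at 150 nM in 25 mM Hepes, 0.01% Triton X-100, pH 7.0, preincubated 15 min at room temperature with compound. Reaction started with 40 uM arachidonic acid, 30 min at room temperature. Hydroperoxide measured by Fe-xylenol orange, 573/405 nm absorbance ratio.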
* marks the source's active call; other numbers are inactive results; ? = inconclusive; [ ] = dose if it differs, or a comment. % is scaled to controls: 0 for no effect and ±100 for the full control effect; potency is read from the fitted curve at half-maximal effect. A portion of the library, so the mix of outcomes need not match the whole.

SMILES | 12-LOX inh
CN1C(=O)[C@@H]2C[C@@H](CN2Cc2ccccc2)Oc2ccccc21 | 27%[176 µM]
Cc1ccccc1/C=C/C(=O)c1cc2ccccc2o1 | -1%
OCc1cccc(-c2cc(C3=CCOCC3)c3cncn3c2)c1 | 7%[176 µM]
N#Cc1c(SCCN2CCCCC2)nc(N2CCOCC2)c2c1CCCC2 | -3%
COc1cc(OC)c(CN2CCOc3ccc(CN4CCC(O)CC4)cc3C2)c(OC)c1 | ?
O=C1NC(Cc2ccc(O)cc2)c2nc3ccccc3c(=O)n2-c2cc(Cl)ccc21 (stereo not drawn) | -1%
CCOc1ccc(CN2CCc3nc(N4CCOCC4)[nH]c(=O)c3CC2)cc1OC | -13%
COCCOc1ccc2c(n1)CCN(C(=O)CCn1nc(C)cc1C)C2 | 11%
Cc1cccc(-n2nnnc2C2(Nc3ccccc3)CCCCC2)c1 | -10%
CC(C)CC(=O)NC(NC(=O)CC(C)C)c1ccccc1F | -55%
CC(C)c1noc(-c2cccn3c(CNC(=O)c4ccccc4)nnc23)n1 | 46%[activator]
COc1ccc(-c2c(C)oc3cc(OC(=O)c4ccc5c(c4)OCO5)ccc3c2=O)cc1 | 19%
COc1ccc(C(=O)N[C@H]2C[C@H]3C(=O)NC[C@@H](CCC(=O)N4CCc5ccccc54)N3C2)cc1 | 4%
N#Cc1ccc(Oc2cccc(C(=O)OCC(=O)c3ccccc3)c2)cc1C#N | -23%
CC(C)c1noc(-c2ccn3c(CNC(=O)c4cccc(N(C)C)c4)nnc3c2)n1 | 76%[activator]
O=[N+]([O-])c1ccc(CN2[C@H](COCc3ccccc3)C=CS2(=O)=O)cc1 | ?
O=C(OCc1ccccc1)N1CCOCC12CCN(Cc1ccc(O)cc1)CC2 | -1%[176 µM]
O=C(Cc1ccc(F)cc1)N1CCn2c(nn(-c3ccc(F)cc3)c2=O)C1 | 10%
COCCN1Cc2cc(C(=O)OC)c3c(c2C1=O)c1cc(OC)ccc1n3S(=O)(=O)c1ccc(C)cc1 | -26%
CC[C@@H](C(=O)[C@H](C)[C@@H](O)[C@H](C)CCc1ccc(C)c(O)c1C(=O)O)C1O[C@@](CC)(C2CC[C@](O)(CC)[C@H](C)O2)C[C@@H]1C (stereo partly drawn) | 15%
Fc1ccc(N2CCN(Cc3csc4c3CCCC4)CC2)cc1 | -16%
CCOc1ccc(C(=O)N2CCCC(c3noc(COC)n3)C2)cc1 (stereo not drawn) | -2%
Cc1c(C(=O)NCc2nnc3n2CCCCC3)oc2c(F)cccc12 | 9%
O=C(c1ccoc1)N1CCC(c2noc(-c3ccncc3)n2)C1 (stereo not drawn) | 9%
Cc1ccc(S(=O)(=O)Cc2nc(-c3ccc(C(=O)NCCN4CCCCCC4)cc3)oc2C)cc1 | ?
COc1ccc(N2C(=O)CCS2(=O)=O)cc1S(=O)(=O)N1CCN(c2ccccc2)CC1 | 19%
CC(=O)c1cccc(NC(=O)CSc2nnc3n(CC(C)C)c(=O)c4cc(F)ccc4n23)c1 | -10%
Cc1ccc(C(=O)NCC(=O)N2CCCCCCNC(=O)CC2c2ccccc2)s1 (stereo not drawn) | 25%
Cc1cc(=O)oc2cc(OCC(=O)NCCN(C)C)c(Cl)cc12 | ?
COCC1CN(C(C)=O)CC12CCN(C(=O)c1cccc(Cl)c1)CC2 (stereo not drawn) | 15%
CC(C)c1ccc(/C=C(\NC(=O)c2ccccc2)C(=O)NCCN2CCOCC2)cc1 | 31%[activator]
O=C(O)CCNS(=O)(=O)c1ccc(C(=O)/C=C/c2ccccc2Cl)cc1 | ?
O=C(NCc1nnc2n1CCCCC2)c1nn(Cc2ccccc2)c(=O)c2ccccc12 | 40%[activator]
COCCNC(=O)C1CCCN(C(=O)c2cc3ccccc3[nH]2)C1 (stereo not drawn) | 12%
CCNC(=O)CN(CC)CCc1ccccc1 | 6%
CCOC(=O)N1CCN(Cc2ccc3c(c2)CN(C(=O)c2noc4c2CCCC4)CCO3)CC1 | 12%
OCC1CCN(Cc2cc3cc4c(cc3nc2-c2ccc(Cl)cc2)OCO4)CC1 | 21%
CCC(C)c1ccc(-c2csc(NC(=O)Cn3ncc4ccccc4c3=O)n2)cc1 (stereo not drawn) | -3%
CCOc1ccccc1C(=O)NCC(=O)N1CCN(c2ccccn2)CC1 | 6%
CC(=O)N1CCN(CC(=O)Nc2c(C#N)c(C)c(C)n2C2CCCCC2)CC1 | -37%
CCOc1cc(/C=C/C(=O)c2ccc(F)cc2)cc(Br)c1OC | -4%
Cc1nn2c(c1-c1ccccc1-c1ccccc1)N(C(=O)Cc1ccccn1)CCC2 | -1%[176 µM]
COc1cccc(CCNC(=O)CC(C)(C)C)c1 | 18%
OCc1cccc(Nc2ncnc3ccsc23)c1 | -2%
Cc1cccc(NC(=O)N2CCC(CCNC(=O)c3cc(F)ccc3F)CC2)c1 | 60%[activator]
O=C(c1ccccn1)N1CCC(Oc2ccc(-c3noc(-c4ccccc4)n3)cc2)C1 (stereo not drawn) | 35%
O=C(N1CCCCC1)N1CCN(Cc2nc(C3CC3)no2)CC1 | -2%
CNC(=O)c1cc(-c2ccc(F)cc2OC)cc2c1OCCN2Cc1cccnc1 | 31%[176 µM]
COC(=O)c1c(NC(=O)c2ccccc2)c2cc(NC(C)C)cnc2n1CC1CCCO1 (stereo not drawn) | 21%
Nc1ccc(C2CC2(Cl)Cl)cc1 (stereo not drawn) | -3%
COc1ccc(NC(=O)c2ccc3c(c2)N(C(=O)c2ccc(F)cc2)CC3)cc1OC | 40%[activator]
Cc1c(C(=O)NCCC2CCCN2C)cnn1-c1nccc(-c2ccccc2F)n1 (stereo not drawn) | 20%
COC(=O)C1=C(C)N(Cc2ccc(Br)cc2)C(=S)NC1c1cccc(F)c1 (stereo not drawn) | 35µM*
Cc1noc([C@@H]2CN(Cc3ccccc3C)C[C@H]2CO)n1 | 15%
COc1ccc(C(=O)NCc2ccnc3[nH]ccc23)cc1 | 1%[176 µM]
CCc1nc2c(c(-c3ccc(Cl)cc3)n1)CCN(CC1CCCCC1)CC2 | 32%[activator]
C=C(C)CN1CCN(CCO)CC1 | 15%
CC(NC(C)C1CC2CCC1C2)C(=O)N(C)Cc1cccc(F)c1 (stereo not drawn) | ?
CSc1ccc(CNc2ncncc2-c2nc(-c3ccccc3)no2)cc1 | 33%[activator]
CN(C)C(=O)c1cccnc1OC1CCN(S(=O)(=O)Cc2ccccc2Cl)C1 (stereo not drawn) | 16%
(further entries)
SMILES | 12-LOX inh
COc1ccccc1CCn1c(=O)c(-c2cn(C)c3ccccc23)nc2cncnc21 | -7%
Cn1ncc(N2CCCC(CC(=O)Nc3ccccc3F)C2)cc1=O (stereo not drawn) | 6%
COc1ccc(-c2noc(C(=O)O)c2[C@@H](C)NC(=O)c2cc(C)n(C)n2)cc1 | -12%[176 µM]
Cc1cc(=O)oc2cc(O)c(CCC(=O)O)cc12 | 4%
CCN(CC)C(=O)c1sc(NC(=O)C2c3ccccc3Oc3ccccc32)c(C#N)c1C | ?
CC1(COCC2CC2)COc2ccc(C(=O)NCc3ccc4c(c3)OCO4)cc2N1 (stereo not drawn) | 69%[activator][176 µM]
O=C(Nc1ccc2oc(-c3ccc(F)cc3)nc2c1)c1ccc2c(c1)OCCO2 | ?
CC(=O)N1CC2(CCN(C(=O)CCC(=O)O)CC2)Cc2ccccc21 | ?
COc1ccc(-c2cc(N3CCN(C(=O)c4cccc(Br)c4)CC3)n[nH]2)cc1 | 48%[activator]
CC1=C(c2ccccc2)[N+](=O)C(C)(c2ccc(C)cc2)N1[O-] (stereo not drawn) | 11%
Cc1ccccc1-c1cnc2[nH]cc(CC(=O)Nc3ccccc3)c2c1 | -9%[176 µM]
CC(Cn1ccnc1-c1cn(C2CCNCC2)nn1)Oc1cccnc1 (stereo not drawn) | 30%[activator]
CCCS(=O)(=O)N1C[C@@H](Oc2ccccc2)C[C@@H]1C(=O)NCCOC | ?
COc1ccc([C@H]2C[C@@H](O)[C@@H](O)[C@@H]2NC(=O)c2cc(C)n(C)n2)cc1 | -4%[176 µM]
CCOc1ccc(NC(=O)C(CC)Oc2ccc(F)cc2)c2cccnc12 (stereo not drawn) | ?
CNC(=O)COC(=O)c1cc(-c2ccc(C)o2)nc2ccccc12 | ?
O=C(NCc1ccncc1)c1ccc2c(c1)OCCN(c1ccccc1)C2 | 8%[176 µM]
Cc1c(Cl)cccc1NC(=O)COC(=O)c1nn(C)c(=O)c2ccccc12 | -6%
C=CCNC(=O)c1cccc2c(=O)c(C)c(-c3ccccc3)oc12 | -2%
Cc1cccc(N2CCN(CC(=O)NC(=O)NCC(F)(F)F)CC2)c1 | 10%
CN1C[C@@H](NC(=O)COc2ccccc2)C[C@H]1c1nc(-c2ccncc2)no1 | 57%[activator][176 µM]
Cc1cccc(C(=O)N2C(C(=O)NCc3ccco3)COC23CCN(C(=O)c2ccco2)CC3)c1 (stereo not drawn) | -1%
COc1ccc(-c2n[nH]c3c2CC(=O)N(CCOc2ccccc2)C3)cc1F | ?
Cc1ccccc1Nc1nc(NC2CCCC2)nc2c1cnn2-c1ccccc1 | 1%
COc1cccc(-c2cc(C(=O)N3CCCC3)c3ccccc3n2)c1 | ?
O=C(c1cccnc1)N1CCC(c2nnc(Cn3cccn3)n2C2CC2)CC1 | 9%
CC(C)c1nc2c(c(-c3ccc(O)cc3)n1)CCN(Cc1ccc(F)cc1)CC2 | ?
Cn1cc(C(=O)N2CCC(N(Cc3cccnc3)C3CCOCC3)CC2)cn1 | 48%[activator]
COC[C@@H]1CN(Cc2ccc(F)c(OC)c2)C[C@H]1C(=O)NC1CC1 | 32%
Cc1ccc(NC(=O)CSc2nc3ccccc3n2CCC#N)cc1C | -33%
O=C(NC1CC1)[C@@H]1CN(Cc2cc(F)c(F)cc2F)C[C@H]1CO | 30%[activator]
CC(NS(=O)(=O)Cc1ccc(F)cc1)c1ccccn1 (stereo not drawn) | ?
C=CCCC(CN1CCSCC1)Oc1cc(CC)nc(C)n1 (stereo not drawn) | 16%
CNC(=O)NCCC1CCN(C(=O)Nc2cccc(Cl)c2)CC1 | -4%
CC(=O)c1cccc(NC(=O)c2n[nH]c(=O)c3ccccc23)c1 | -74%
O=C(Nc1ccc(C2(C(=O)NCc3ccc(F)cc3)CCCCC2)cc1)C1CC1 | 23%
CC1=C(C(=O)Nc2ccccc2)C(c2cc(C)ccc2C)N2C(CC(=O)N3CCCC3)=CSC2=N1 (stereo not drawn) | ?
Cc1cccc(C)c1NC(=O)CN(C)C(=O)CSc1ccc(F)c(F)c1 | -27%
COc1cccc(C(=O)N2CCC(N(Cc3ccccc3)C3CCOCC3)CC2)c1 | 42%[activator]
COc1ccc(-c2nnc3n2CCN(C(=O)c2cccc(OC)c2)C3)cc1 | 18%
Cc1nc(CN2Cc3nc(Oc4ccccc4)ccc3OCC2=O)cs1 | 16%[176 µM]
Cc1ccc(-c2csc(NC(=O)c3cnc4c(cnn4C(C)C)c3)n2)cc1C | ?
CCCCCc1ccc(-c2ccc(C(C)=O)cc2)cc1 | -9%
Cc1nc2cccnc2n1CC1CCCN(S(=O)(=O)c2cc(F)ccc2F)C1 (stereo not drawn) | 49%[activator]
COC[C@H]1CCCN1C(=O)CC[C@@H]1CNC(=O)[C@@H]2C[C@H](NCc3ccc(OC)cc3)CN12 | 1%
COc1cc(OC)cc(C(=O)NCC2Cc3cccc(-c4nc(C)cnc4C)c3O2)c1 (stereo not drawn) | 16%
Cc1ccc(N(CCC(=O)NCC2CCCO2)S(=O)(=O)c2ccccc2)cc1 (stereo not drawn) | 6%
Clc1cc(NC2CCOC2)n2nccc2n1 (stereo not drawn) | 73%[activator][176 µM]

12-LOX inh, entries above that show a hit
SMILES | 12-LOX inh
COC(=O)C1=C(C)N(Cc2ccc(Br)cc2)C(=S)NC1c1cccc(F)c1 (stereo not drawn) | 35µM*

The list goes on:
SMILES | 12-LOX inh
Clc1ccccc1C1=Nc2ccc(Br)cc2C(c2ccccc2Cl)=Nc2ccc(Br)cc21 | 12%
COCC(=O)N(C1CCOCC1)C1CCN(S(=O)(=O)c2c(C)noc2C)CC1 | 4%
Cc1ccc2nc(COCC(=O)N3CCn4nc(CO)cc4C3)[nH]c2c1 | 60%
O=C(OCC1CC1)c1ccc(-c2ccccc2)cc1 | -1%
O=C(NCCN1CCCCCC1)C1CCC1 | 24%
O=C(NC1CCCCCCC1)c1nn(Cc2ccccc2)c(=O)c2ccccc12 | 42%[activator]
COc1cccc(C(=O)N2CCN(c3oc(-c4cccs4)nc3C#N)CC2)c1 | 36%[activator]
Cc1ccc(S(=O)(=O)CC(=O)c2cccc(-c3ccc(I)cc3)c2)cc1 | 10%

Of the compounds above, these contain a Cl atom:
SMILES | 12-LOX inh
O=C1NC(Cc2ccc(O)cc2)c2nc3ccccc3c(=O)n2-c2cc(Cl)ccc21 (stereo not drawn) | -1%
Cc1cc(=O)oc2cc(OCC(=O)NCCN(C)C)c(Cl)cc12 | ?
COCC1CN(C(C)=O)CC12CCN(C(=O)c1cccc(Cl)c1)CC2 (stereo not drawn) | 15%
O=C(O)CCNS(=O)(=O)c1ccc(C(=O)/C=C/c2ccccc2Cl)cc1 | ?
OCC1CCN(Cc2cc3cc4c(cc3nc2-c2ccc(Cl)cc2)OCO4)CC1 | 21%
Nc1ccc(C2CC2(Cl)Cl)cc1 (stereo not drawn) | -3%
CCc1nc2c(c(-c3ccc(Cl)cc3)n1)CCN(CC1CCCCC1)CC2 | 32%[activator]
CN(C)C(=O)c1cccnc1OC1CCN(S(=O)(=O)Cc2ccccc2Cl)C1 (stereo not drawn) | 16%
Cc1c(Cl)cccc1NC(=O)COC(=O)c1nn(C)c(=O)c2ccccc12 | -6%
CNC(=O)NCCC1CCN(C(=O)Nc2cccc(Cl)c2)CC1 | -4%
Clc1cc(NC2CCOC2)n2nccc2n1 (stereo not drawn) | 73%[activator][176 µM]
Clc1ccccc1C1=Nc2ccc(Br)cc2C(c2ccccc2Cl)=Nc2ccc(Br)cc21 | 12%
